Compound activity deposited in PubChem by National Center for Advancing Translational Sciences (NCATS).
AMA1-RON2 inh = qHTS for Inhibitors of AMA1-RON; Towards Development of Antimalarial Drug Lead: Primary Screen; AlphaScreen AMA1-biotinylated RON2 peptide binding; Potency, µM (titrated, usually from 58.2 µM), for inactives: top-dose activity change, negative = inhibition, usual class: inhibitors; 360,000 compounds, 0.2% hits; Plasmodium falciparum AMA1 (3D7) - RON2 peptide interaction;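 note: potency is the fitted concentration of half-maximal effect; 0% = vehicle wells and -100% = peptide control; nearly all actives have a fitted effect of over 45% in size; some results filed as inactive show a strong effect at the top dose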
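AMA1 (3D7) with his tag at 25 nM final met compounds first, then biotinylated RON2 peptide at 25 nM; detection used donor plus acceptor beads, 10 µg/mL apiece, read by AlphaScreen after 30 min at room temperature.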
Cycloheximide cs = Cycloheximide Counterscreen for Small Molecule Inhibitors of Shiga Toxin; cell reporter, cycloheximide protein synthesis inhibition counterscreen; max response, %; 300,000 compounds, 12% hits; in the data active = max response mostly above about 13%, no sharp cut-off; inactive = mostly below about 14%; note: read at 38.3 µM for the half of the compounds with a filed dose; 0% is about no effect
Shiga toxin inh = A qHTS for Small Molecule Inhibitors of Shiga Toxin. Vero cells, Shiga toxin protein synthesis inhibition reporter. inhibition, % at 38.7 µM. 290,000 compounds, 9.2% hits; in the data active = inhibition mostly above about 28%, no sharp cut-off; inactive = mostly below about 43%; note: 0% is about no effect
HCMV inh = qHTS Assay for inhibitors of the human cytomegalovirus (HCMV); HFF cells, HCMV-luciferase reporter, 72 h; active compounds read low; AID 1259415, 2018; activity change, negative = inhibition, % at 57.5 µM; 410,000 compounds, 4.5% hits; in the data active = activity change below about -60%; inconclusive = no clear call, values can overlap the other calls; inactive = above about -39%; note: % is set by controls: 0 for no effect and ±100 for the full control effect
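Steps: HFFs plated, 16 h 37C; compounds added; HCMV-luciferase added to MOI 1 PFU/cell; 72 h 37C; OneGlo reagent, 5 min room temperature; luminescence read, normalized to controls.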
AmpC no deterg = qHTS Inhibitors of AmpC Beta-Lactamase (assay without detergent). P00811. AmpC nitrocefin hydrolysis, absorbance 480 nm, 0.0001% Triton. Potency, µM (highest dose often 57.1 µM), inactives show at the top dose activity change, negative = inhibition, most hits filed as inhibitors. 330,000 compounds, 0.52% hits. AID 485341, 2010;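 note: potency is the fitted concentration of half-maximal effect; plate controls were no compound for no effect and no enzyme for full effect; nearly all actives have a fitted effect of over 20% in size; some results filed as inactive show a strong effect at the top dose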
Target sequence (P00811 whole entry, looked up): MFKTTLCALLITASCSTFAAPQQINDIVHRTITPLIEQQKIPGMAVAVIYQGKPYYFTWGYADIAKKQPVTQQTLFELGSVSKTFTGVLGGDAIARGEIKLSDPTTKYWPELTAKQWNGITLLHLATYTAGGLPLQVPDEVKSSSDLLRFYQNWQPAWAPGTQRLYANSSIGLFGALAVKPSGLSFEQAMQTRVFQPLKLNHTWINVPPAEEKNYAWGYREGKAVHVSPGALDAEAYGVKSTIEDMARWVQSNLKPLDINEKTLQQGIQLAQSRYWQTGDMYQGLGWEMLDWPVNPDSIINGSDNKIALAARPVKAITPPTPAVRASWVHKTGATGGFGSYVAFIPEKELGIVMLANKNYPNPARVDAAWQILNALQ
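AmpC (5.3 nM in the dispensed reagent) in 20 mM phosphate pH 7.0 with 0.01% (detergent screen) or 0.0001% Triton X-100 was preincubated with compounds for 15 min at room temperature. Nitrocefin was then added from an 800 uM solution, and hydrolysis was followed at 480 nm.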
FBPA Giardia inh = qHTS Assay for Inhibitors of Fructose-1,6-bisphosphate Aldolase from Giardia Lamblia. A8B2U2. purified Giardia FBPA. Potency, µM (top dose mostly 59.6 µM), inactives show at the highest dose activity, negative = inhibition, most hits filed as inhibitors. 290,000 compounds, 0.71% hits. AID 2451, 2010; note: potency is the fitted concentration of half-maximal effect; % is set by controls: 0 for no effect and ±100 for the full control effect; nearly all actives have a fitted effect of over 55% in size
Target sequence (A8B2U2 whole entry, looked up): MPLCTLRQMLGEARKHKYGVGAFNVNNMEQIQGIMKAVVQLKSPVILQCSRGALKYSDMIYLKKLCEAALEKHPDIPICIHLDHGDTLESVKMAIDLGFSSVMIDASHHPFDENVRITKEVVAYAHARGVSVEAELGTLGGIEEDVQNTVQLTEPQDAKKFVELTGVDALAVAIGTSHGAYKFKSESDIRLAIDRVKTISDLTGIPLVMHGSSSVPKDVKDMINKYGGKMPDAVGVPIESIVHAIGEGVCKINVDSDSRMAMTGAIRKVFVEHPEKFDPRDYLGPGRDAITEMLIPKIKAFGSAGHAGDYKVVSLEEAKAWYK
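Giardia FBPA (40 nM reagent) was preincubated 10 min at RT with compound (up to 57.5 uM final), then substrate plus GAPDH/TPI/NAD/arsenate coupling system with diaphorase/resazurin was added; resorufin fluorescence (525/598 nm) was read after 20 min.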
AmpC inh detg = qHTS Inhibitors of AmpC Beta-Lactamase (assay with detergent) | P00811 | AmpC hydrolysis of nitrocefin, absorbance 480 nm, 0.01% Triton | Potency, µM (titrated, usually from 114 µM), inactives show top-dose activity change, negative = inhibition, most hits filed as inhibitors | 370,000 compounds, 0.041% hits | AID 485294, 2010;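 note: potency is the fitted concentration of half-maximal effect; 0% = no-compound wells and -100% = no-enzyme wells; nearly all actives have a fitted effect of over 25% in size; some results filed as inactive show a strong effect at the top dose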
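20 mM phosphate pH 7.0 + 0.01% (detergent screen) or 0.0001% Triton X-100; 5.3 nM AmpC reagent; cpd preinc 15 min RT; nitrocefin (800 uM stock) to start; A480 q20 s × 4 min; Activity was normalised to no-enzyme and no-compound control wells.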
Starred values were filed as active, the others as inactive; ? = inconclusive; nt = not tested or not shown; [ ] = remark or other dose. Unless noted, calls come from the whole dose curve; as a rule, active = well fitted curve in the direction sought with a large enough effect; inconclusive = small, poorly fitted or top-dose-only effect, or another doubt; inactive = no such curve, though single readings can be large; an effect the other way counts as inactive or inconclusive.

SMILES	AMA1-RON2 inh	Cycloheximide cs	Shiga toxin inh	HCMV inh	AmpC no deterg	FBPA Giardia inh	AmpC inh detg
COc1cc(/C=N/NC(N)=O)ccc1OCC(=O)N1C(C)CCCC1C (stereo not given)	7%	-4	17	27	-22%	1%	3%
CCOC(=O)C1(CCOC)CCN(C(=O)Cc2ccsc2)CC1	-1%	2	-2	63	-15%	3%	-9%
Cc1ccc(OCCOc2cccc(C=C3C(=O)NC(=O)NC3=O)c2)c(C)c1	44%[activator]	110*	110*	153	-17%	0%	-6%
CC1CCN(S(=O)(=O)c2ccc3[nH]c(=O)c(=O)[nH]c3c2)CC1	4%	-2	-29	22	-14%	6%	1%
Cc1ccc(S(=O)(=O)N(CC(=O)c2ccccc2)C(=O)N2CCN(C)CC2)cc1	-9%	nt	nt	-18	-20%	nt	?
CC(C)(C)c1ccc(-c2nc(C#N)c(NCCCn3ccnc3)o2)cc1	8%	9	10	11	125%[activator]	-1%	1%
Cc1nc2ccc(NC(=O)Cc3ccsc3)cc2s1	4%	28*	25	214	-14%	2%	-9%
O=C(Cc1cccc(NC(=O)C2CCCN(C(=O)C3CCCCC3)C2)c1)Nc1cccc(C(=O)N2CCCC2)c1 (stereo not given)	-4%	nt	nt	-17	118%[activator]	nt	-6%
Cc1ccc(C)c(-n2cc(CNCCc3cnccn3)c(-c3ccccc3)n2)c1	-3%	-1	17	-17	61%[activator]	5%	7%
COc1cccc(-n2nnnc2S(C)(=O)=O)c1	-1%	13	-13	nt	-14%	1%	0%
CCOc1cccc(CNCc2ccc(C(=O)O)cc2)c1	-4%	-14	-1	-35	-39%	2%	-11%
CCOC(=O)C1C(c2ccc(O)c(OC)c2)NC(=S)NC1(O)C(F)(F)F (stereo not given)	12%	-4	-2	-1	-3%	-6%	-13%
CC(C)c1ccc(-c2nnn(CCC#N)n2)cc1	9%	27*	72*	-16	0%	4%	3%
COc1ccc(NC(=O)CSc2nnc3ccc(-c4ccccn4)nn23)cc1	2%	nt	nt	-14	-44%	nt	?
O=C1CC(=O)N(Cc2ccco2)C(=O)N1	?	5	-1	0	-21%	-18%	-8%
CCN(C(=O)CSc1nc(N)cc(N)n1)C1CCS(=O)(=O)C1 (stereo not given)	-7%	-1	-28	21	-23%	nt	1%
O=C(CSc1ccccc1)N[C@@H](Cc1ccccc1)C(=O)O	7%	1	-14	?	-18%	6%	1%
C/C(=N\NS(=O)(=O)c1c(C)cc(C)cc1C)c1ccncc1	-4%	-1	-17	-29	-14%	nt	3%
COc1ccc(Cl)cc1S(=O)(=O)N1CCN(c2ccc(F)cc2)CC1	-4%	-3	-2	13	-2%	-1%	-7%
O=C1OC(C(=O)Nc2nccs2)Cc2ccccc21 (stereo not given)	-2%	9	3	-15	-15%	-7%	-5%

As entered above.
`CCOC(=O)C1(CCOC)CCN(C(=O)Cc2ccsc2)CC1` in Shiga toxin inh is listed with -2
`COc1cccc(-n2nnnc2S(C)(=O)=O)c1` in AmpC no deterg is listed with -14%
`C/C(=N\NS(=O)(=O)c1c(C)cc(C)cc1C)c1ccncc1` in AmpC no deterg is listed with -14%
`O=C(CSc1ccccc1)N[C@@H](Cc1ccccc1)C(=O)O` in Shiga toxin inh is listed with -14

(listing goes on)
SMILES	AMA1-RON2 inh	Cycloheximide cs	Shiga toxin inh	HCMV inh	AmpC no deterg	FBPA Giardia inh	AmpC inh detg
O=C(c1cccnc1)N1CCN(S(=O)(=O)c2ccc(S(=O)(=O)N3CCCC3)cc2)CC1	10%	-5	-9	34	-2%	1%	-17%
Cc1ccccc1NC(=O)C(=O)c1cn(C)c2ccccc12	0%	-3	42	117	-22%	2%	0%
Cc1cc(C(=O)NC(C)c2ccccc2)c2cc(F)ccc2n1 (stereo not given)	-5%	-3	-9	-37	33%	-1%	1%
Cc1ccc(NC(=O)CCC(=O)NNC(=O)c2cccs2)cc1C	31%[activator]	17	-15	40	-8%	0%	-1%
COc1ccc(N2CCN(C(=O)c3ccc(OCC4CCCO4)cc3)CC2)cc1 (stereo not given)	-3%	2	12	?	24%	-27%	-2%
COC(=O)[C@@]1(Cc2ccc(F)cc2)[C@H]2c3cc(C(=O)N4CCCC4)n(CC4CC4)c3C[C@H]2CN1C(=O)c1ccccc1	-17%	nt	nt	-15	nt	-14%	nt
CCN(CC)c1ccc(CNc2nc3ccccc3n2C(C)C)cc1	-17%	2	-8	?	2%	2%	2%
O=C(Nc1ccc(O)cc1)c1ccc(NC(=O)C2CCCO2)cc1 (stereo not given)	0%	8	7	-63*	-25%	nt	2%
O=C(NCc1cccs1)C1CC(=O)N(c2ccc(F)cc2)C1 (stereo not given)	-11%	-2	-4	59	-4%	3%	-11%
CCCc1nc2sc3c(c2c(=O)[nH]1)CCCC3	0%	6	-3	-19	-13%	3%	-1%
CC(C)NC(=S)N/N=C/c1ccccc1[N+](=O)[O-]	6%	22*	46	97	-21%	-18%	0%
COC(=O)c1c(NC(=O)COC(=O)CCc2ccc(S(=O)(=O)N3CCOCC3)cc2)sc2c1CCC2	0%	-3	12	56	50%	-6%	0%
C=C(C)Cn1c(SCC)nc2ccccc2c1=O	16%	1	-7	-5	-25%	-2%	-10%
COc1ccccc1CNC(=O)C1CC2Cn3c(nc4cc(C)c(C)cc43)C2N1C (stereo not given)	68%[activator]	nt	nt	23	45%	nt	-8%
CCCN1C(=O)/C(=C/c2nc3ccccc3c(=O)[nH]2)c2cc(C)ccc21	-15%	11*	9	7	-37%	-1%	-11%
COC(=O)C1=C(c2ccc(-c3ccccc3)c(F)c2)C[C@@H]2CC[C@H]1N2C(=O)NCCCOC(C)C	-3%	nt	nt	-8	277%[activator]	nt	8%
CCOc1ccc(NS(=O)(=O)c2ccc(C(=O)N(C)CCc3ccc(OC)c(OC)c3)cc2)cc1	4%	-4	-9	6	116%[activator]	6%	8%
Cc1cc(C)n2nc(SC3CCCCN(C(=O)c4ccc(F)cc4)C3=O)nc2n1 (stereo not given)	0%	-7	-20	48	31%	-1%	1%
COc1cc(OC)c(S(=O)(=O)N2CCOCC2)cc1S(=O)(=O)N1CCOCC1	0%	7	13	-30	-9%	-2%	?
CC(=O)Nc1ccc(SC(C)C(=O)NC2CCCC2)cc1 (stereo not given)	-7%	-6	-12	4	-12%	3%	?
CCOc1ccc(-c2cccc(NC(=O)COc3ccc(Cl)cc3)c2)nn1	10%	11	18	nt	-29%	18%	-10%
Cc1cccc(C)c1OCC(=O)Nn1c(C)nc2ccccc2c1=O	2%	-1	8	-33	-6%	13%	1%
COc1ccc2[nH]c3c(c2c1)CCN1C(=O)C(CC(=O)NCCN2CCOCC2)C[C@H](C(=O)N2CCOCC2)[C@@]31CCC1CCCC1 (stereo not given in full)	-2%	nt	nt	8	209%[activator]	nt	nt
Cc1nn(Cc2ccccc2)c(C)c1NC(=O)c1cc(-c2ccc3c(c2)OCO3)on1	-6%	-2	16	?	-9%	1%	?
CCOC(=O)c1cnn(-c2cc(Oc3cccc(C)c3)ncn2)c1N	-3%	-5	-21	?	-22%	6%	2%
Cc1cccc(NC(=O)NCC(c2ccco2)N2CCCCC2)c1 (stereo not given)	-12%	13	58	-10	-21%	2%	4%
CC(=O)Nc1ccc(Oc2cnc3ccccc3n2)cc1	8%	-1	2	-31	-3%	8%	-1%
Cc1oncc1C(=O)N1CCCC(CO)(Cc2ccc(F)cc2F)C1 (stereo not given)	0%	17*	38	-17	34%	8%	-9%
COC(=O)c1cc(CNC(=O)C2CC(=O)N(c3ccc4c(c3)OCCO4)C2)ccc1OC (stereo not given)	-9%[11.6 µM]	nt	nt	15	-12%	nt	nt
N#CC1=C(N)Oc2n[nH]c(-c3cccnc3)c2C1c1cc(F)ccc1F (stereo not given)	-10%	3	28	-7	-15%	3%	8%
CCOc1ccc(CCNC(=O)CCn2nc(C)c3c(C)n(-c4ccccc4)nc3c2=O)cc1	0%	2	12	-11	74%[activator]	nt	-4%
CCOC(=O)C1CCCN(C(=O)CSc2ccc(Br)cc2)C1 (stereo not given)	-9%	42*	65*	nt	20%	0%	-4%
Cc1cccc(N2C(=O)NC(=O)/C(=C\C=C\c3ccco3)C2=O)c1	-9%	20*	42	0	-51%	-10%	1%
Cc1ccc(C(=O)Cn2cc([N+](=O)[O-])nc2C)cc1	-2%	-2	-8	2	-12%	3%	3%
CCNc1nc(NCC)nc(SCC(C)=O)n1	-10%	5	-6	-22	9%	6%	3%
COc1ccc(CNCc2cc(Cl)ccc2O)cc1	8%	nt	nt	-28	-31%	nt	-5%
Cc1cc(S(=O)(=O)Nc2ccc3ccccc3c2)c(C)s1	6%	-3	15	?	-22%	-14%	-7%
O=C(C1=C[C@@H](c2coc3ccccc3c2=O)C[C@@H](OCc2ccc(CO)cc2)O1)N1CCN(Cc2ccc3c(c2)OCO3)CC1	7%	5	11	-14	142%[activator]	-3%	7%
O=C(Nc1ccc(N2CCN(C(=O)c3ccccc3)CC2)cc1)c1cccs1	2%	4	30	74	-16%	15%	-5%
CC(C)CCNC(=O)C1CCCN(S(=O)(=O)c2ccc(F)cc2)C1 (stereo not given)	16%	-4	-13	-39	12%	-3%	-17%
Cc1ccc(C(=O)Nc2ccc3c(c2)OCCO3)c(Cl)c1	19%	-2	4	?	-25%	-4%	-10%
O=C(COC(=O)c1cc([N+](=O)[O-])ccc1N1CCOCC1)Nc1cccc(F)c1	33%[activator]	7	-4	-4	-37%	nt	2%
CCOC(=O)C1=C(CSc2nc3c(cc2C#N)CN(C)CC3)OC(N)=C(C#N)C1c1ccc(Cl)cc1 (stereo not given)	?	-2	3	-1	27%	-15%	?
Cc1ccc(-n2ncc(C(=O)NCC3CCN(C4CCCC4)C3)c2C2CCN(C(=O)OC(C)(C)C)CC2)cc1 (stereo not given)	0%	-7	-5	?	152%[activator]	-22%	-10%
COc1ccccc1N(C)S(=O)(=O)c1ccc(C(=O)NCC2CCCCC2)cc1	1%	nt	nt	-10	-48%	nt	0%
O=C1/C(=C/c2ccccc2)SC(=S)N1C1CCS(=O)(=O)C1 (stereo not given)	11%	-2	12	?	-17%	-9%	6%

Shown with each value named: part of the list above
> O=C(C1=C[C@@H](c2coc3ccccc3c2=O)C[C@@H](OCc2ccc(CO)cc2)O1)N1CCN(Cc2ccc3c(c2)OCO3)CC1
- AMA1-RON2 inh = 7%
- Cycloheximide cs = 5
- Shiga toxin inh = 11
- HCMV inh = -14
- AmpC no deterg = 142%[activator]
- FBPA Giardia inh = -3%
- AmpC inh detg = 7%
> O=C(Nc1ccc(N2CCN(C(=O)c3ccccc3)CC2)cc1)c1cccs1
- AMA1-RON2 inh = 2%
- Cycloheximide cs = 4
- Shiga toxin inh = 30
- HCMV inh = 74
- AmpC no deterg = -16%
- FBPA Giardia inh = 15%
- AmpC inh detg = -5%

The order is random (roughly 16% active in at least one column).
